# KCNH2 WT inh: inhibitors of human wildtype KCNH2 potassium channel. U2OS, BacMam KCNH2, thallium flux FluxOr; hits give low values. activity change, % at 1.84 µM. 0.37% of 340,000 active;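 active means maximum activity change below -70%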
# Target sequence (Q12809 whole entry, looked up): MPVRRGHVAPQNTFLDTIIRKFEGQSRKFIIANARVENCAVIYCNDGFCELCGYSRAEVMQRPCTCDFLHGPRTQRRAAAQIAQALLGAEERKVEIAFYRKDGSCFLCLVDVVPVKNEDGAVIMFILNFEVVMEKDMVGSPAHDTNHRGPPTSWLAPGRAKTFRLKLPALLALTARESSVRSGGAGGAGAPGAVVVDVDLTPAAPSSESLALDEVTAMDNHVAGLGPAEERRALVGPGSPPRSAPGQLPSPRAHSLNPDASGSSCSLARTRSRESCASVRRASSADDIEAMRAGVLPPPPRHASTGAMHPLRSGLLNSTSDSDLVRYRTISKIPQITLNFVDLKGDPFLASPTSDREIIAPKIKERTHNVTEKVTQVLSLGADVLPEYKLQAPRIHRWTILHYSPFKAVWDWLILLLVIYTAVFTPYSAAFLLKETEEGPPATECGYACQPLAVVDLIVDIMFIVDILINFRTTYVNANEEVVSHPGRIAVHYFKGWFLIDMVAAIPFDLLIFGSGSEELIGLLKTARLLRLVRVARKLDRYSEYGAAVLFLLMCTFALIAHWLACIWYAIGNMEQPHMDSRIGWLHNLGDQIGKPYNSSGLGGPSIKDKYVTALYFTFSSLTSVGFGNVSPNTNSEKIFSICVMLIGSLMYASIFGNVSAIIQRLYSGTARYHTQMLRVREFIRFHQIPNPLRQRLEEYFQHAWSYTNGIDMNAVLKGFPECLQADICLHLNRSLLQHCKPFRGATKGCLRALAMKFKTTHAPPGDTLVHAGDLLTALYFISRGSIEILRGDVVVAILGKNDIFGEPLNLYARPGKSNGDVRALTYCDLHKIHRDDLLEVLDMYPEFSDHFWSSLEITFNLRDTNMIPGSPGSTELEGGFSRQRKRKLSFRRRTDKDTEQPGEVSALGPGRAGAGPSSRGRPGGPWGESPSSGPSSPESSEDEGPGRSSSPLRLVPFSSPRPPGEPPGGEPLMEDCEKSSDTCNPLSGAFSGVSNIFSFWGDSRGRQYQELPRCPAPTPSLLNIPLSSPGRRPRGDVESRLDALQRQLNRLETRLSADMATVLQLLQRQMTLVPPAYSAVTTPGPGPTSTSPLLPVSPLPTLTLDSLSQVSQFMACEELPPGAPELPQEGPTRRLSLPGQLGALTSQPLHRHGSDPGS
#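 U2OS cells were transduced with wild-type KCNH2 virus (2.03 x 10^8 / mL) for 4 h at room temperature, then cultured overnight at 37 C. Thallium flux was read with FluxOr dye. Rate constants were normalized to DMSO controls.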
# KCNH2 3.1 inh: KCNH2 3.1 (human) potassium channel inhibition. activity change, % (tested at about 1.8 µM). U2OS KCNH2 3.1, thallium flux FluxOr; hits give low values. AID 720553. 0.95% of 340,000 active;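 active means maximum activity change below -70%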;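 further: thallium influx rate constant from kinetic fluorescence after stimulation buffer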
#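 Virally transduced U2OS (3.1 isoform, 4 h infection in dark at RT) → overnight 37 C → FluxOr + Red40 in HBSS/HEPES, 45 min → stimulation buffer, 2 min kinetic read → rate constant vs DMSO controls.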
# * hit, by the source's call. On the % scale 0 is the no-effect control and ±100 the full control effect. This is a subset, so the mix of outcomes need not match the whole.
SMILES,KCNH2 WT inh,KCNH2 3.1 inh
CCOc1ccccc1CNn1cnnc1SCC(=O)NC(C)(C)C,0,-17
CCc1noc(C)c1C(=O)N1CCCC(Nc2cccc(F)c2)C1 (centres undefined),-3,-4
C[C@@H]1CN([C@H](C)CO)C(=O)c2cc(Br)cnc2O[C@H]1CN(C)C(=O)Nc1ccccc1F,0,0
O=[N+]([O-])c1ccccc1SNc1ccccc1,18,-2
CCC[C@H]1CN(c2ccc(Br)cc2)C(=O)[C@@H]1CC(=O)NC,-7,3
O=C(OCc1cn([C@H]2CN(C(=O)c3cccs3)[C@@H](c3ccccc3)C[C@@H]2O)nn1)c1ccccc1,-3,3
CC(C)COC(=O)N(C)C[C@@H]1OCc2cnnn2CCCC(=O)N([C@H](C)CO)C[C@H]1C,7,-2
O=C1[C@H]2[C@@H](c3ccccc3)N[C@]3(CCCN(Cc4ccccc4)C3=O)[C@H]2C(=O)N1Cc1ccccc1,5,5
CCc1cccc(NC(=O)COC(=O)C2COc3ccccc3O2)c1 (centres undefined),1,3
CN(C)S(=O)(=O)Nc1ccc(Cc2ccncc2)cc1,-13,13
CC1NC(=O)c2cc3ccccc3cc2-n2c1nc1ccccc1c2=O (centres undefined),-3,18
O=C(Nc1nc2ccc(F)cc2s1)c1ccc([N+](=O)[O-])o1,11,22
CCOC(=O)C=Cc1ccc(C(=O)OCC)[nH]1,-6,7
CCN1CCN(c2ccc(N3CCN(S(=O)(=O)c4cccc([N+](=O)[O-])c4)CC3)nn2)CC1,14,20
Cc1ccc([C@H]2C[C@@H](O)[C@H](n3cc(COC(=O)c4ccccc4)nn3)CN2C(=O)C2CCCCC2)cc1,-4,-15
COc1ccc(N2C[C@H](C)[C@@H](CC(=O)Nc3ccccc3)C2=O)cc1,6,7
O=C(CCCn1c(=S)[nH]c2cc3c(cc2c1=O)OCO3)NCCc1ccc(Cl)cc1,6,6
Cc1cccc(NC(=O)CNC(=O)c2cc(S(=O)(=O)N(C)C)ccc2N2CCCC2)c1C,8,-3
CCOC(=O)C1(Cc2ccccc2C)CCCN(C(=O)c2ccc(C(C)=O)s2)C1 (centres undefined),1,0
CCCC(C(=O)NC(C)(C)C)N(Cc1ccccc1)C(=O)c1snc(C(N)=O)c1N (centres undefined),-5,15
COc1ccc(Cl)cc1NC(=O)CN1C(=O)C(=O)N(C2CCCC2)C1=O,-5,-1
CCOC(=O)CCCCCC(=O)Nc1ccc2c(c1)C(=O)N([C@@H](C)CO)C[C@H](C)[C@H](CN(C)C(=O)Nc1ccc(F)cc1)OCCCC[C@H](C)O2,2,4
COCCCN1C(=O)C(CC(=O)NC2CCCCC2)CC(C(=O)N2CCOCC2)=C1C (centres undefined),1,4
Cc1cn([C@H]2C[C@H](O)[C@@H](CNS(=O)(=O)c3ccc(NS(=O)(=O)N(C)C)cc3)O2)c(=O)[nH]c1=O,15,-6
CSCCC(NC(=O)COc1ccccc1)C(=O)NCC(C)(C)N1CCOCC1 (centres undefined),-7,16
CC(=O)c1c(C)[nH]c(C(=O)OCC(=O)NC(C)c2ccccc2)c1C (centres undefined),24,-11
CCCCC(=O)Nc1ccc(Cl)cc1F,3,0
COc1ccc([C@H]2C[C@@H](n3cc(C4CC4)nn3)[C@H](O)CN2CC2CCCCC2)cc1,5,1
O=C(CSc1nnc(N2CCCC2)n1-c1cccc(Cl)c1)N1CCN(c2ccccn2)CC1,-4,6
C[C@@H]1CN([C@@H](C)CO)C(=O)CCCn2nncc2CO[C@H]1CN(C)C(=O)Nc1ccc(-c2cccs2)cc1,-4,-11
c1ccc(-c2nnc(SCc3ccncc3)o2)cc1,-7,0
CN(C)S(=O)(=O)c1ccc(C(=O)Nc2nnc(SCC(=O)N3CCOCC3)s2)cc1,28,-11
COc1ccc(NC(=O)N(C)C[C@@H]2OCc3cnnn3CCCC(=O)N([C@H](C)CO)C[C@@H]2C)cc1,-18,60
O=C(O)CN1C(=O)/C(=C\c2ccccc2OCc2ccccc2)SC1=S,3,0
COc1ccccc1C(=Cc1ccc([N+](=O)[O-])cc1)C(=O)O,1,-2
O=C(OCn1nnc2ccccc2c1=O)c1ccc(F)c(S(=O)(=O)N2CCOCC2)c1,4,-5
CC(C)N(Cc1nccn1C)C(=O)C1CCC(=O)N(CCc2ccccc2)C1 (centres undefined),-11,19
COc1ccc([C@H]2C[C@H](n3cc(COC(=O)c4ccccc4)nn3)[C@@H](O)CN2C(=O)c2cccs2)cc1,-3,-11
COc1ccc(CC(=O)Nc2ccccc2C(F)(F)F)cc1S(=O)(=O)N1CCOCC1,15,-4
C[C@@H]1CN([C@H](C)CO)C(=O)CCCn2nncc2CO[C@H]1CN(C)Cc1ccc2cccnc2c1,3,0
CCN(CC)C(=O)C1=C(C)N(CCCOC)C(=O)C(CC(=O)NCCc2ccccn2)C1 (centres undefined),2,-2
C[C@H]1CN([C@@H](C)CO)C(=O)c2cc(C#CC3CCCC3)cnc2O[C@H]1CN(C)C(=O)Cc1ccccn1,8,5
CC1CC(NC(=S)N(C)C)CC(C)(C)C1 (centres undefined),-6,0
COc1ccc(CNC(=O)c2ccc(Cl)c(S(=O)(=O)N3CCCCCC3)c2)cc1,2,1
C[C@@H]1Cn2cnc(C(=O)Nc3cccc(Cl)c3)c2C(=O)N1,5,21

# Molecules above that contain an aryl methoxy group, in the order listed:
SMILES,KCNH2 WT inh,KCNH2 3.1 inh
COc1ccc(N2C[C@H](C)[C@@H](CC(=O)Nc3ccccc3)C2=O)cc1,6,7
COc1ccc(Cl)cc1NC(=O)CN1C(=O)C(=O)N(C2CCCC2)C1=O,-5,-1
COc1ccc([C@H]2C[C@@H](n3cc(C4CC4)nn3)[C@H](O)CN2CC2CCCCC2)cc1,5,1
COc1ccc(NC(=O)N(C)C[C@@H]2OCc3cnnn3CCCC(=O)N([C@H](C)CO)C[C@@H]2C)cc1,-18,60
COc1ccccc1C(=Cc1ccc([N+](=O)[O-])cc1)C(=O)O,1,-2
COc1ccc([C@H]2C[C@H](n3cc(COC(=O)c4ccccc4)nn3)[C@@H](O)CN2C(=O)c2cccs2)cc1,-3,-11
COc1ccc(CC(=O)Nc2ccccc2C(F)(F)F)cc1S(=O)(=O)N1CCOCC1,15,-4
COc1ccc(CNC(=O)c2ccc(Cl)c(S(=O)(=O)N3CCCCCC3)c2)cc1,2,1

# Compound profiles (already shown).
# `CN(C)S(=O)(=O)c1ccc(C(=O)Nc2nnc(SCC(=O)N3CCOCC3)s2)cc1` across the screens: KCNH2 WT inh: 28; KCNH2 3.1 inh: -11
# `COc1ccc(CC(=O)Nc2ccccc2C(F)(F)F)cc1S(=O)(=O)N1CCOCC1` across the screens: KCNH2 WT inh: 15; KCNH2 3.1 inh: -4

# Going on with the list:
SMILES,KCNH2 WT inh,KCNH2 3.1 inh
O=C(O)Cn1c2ccccc2c2nc3ccccc3nc21,-10,-8
O=C(NCc1ccncc1)C(=O)NCC1OCCN1S(=O)(=O)c1ccccc1 (centres undefined),-2,-2
O=C(C1CC=CCC1)N1CCCCCC1 (centres undefined),4,-9
CCCCCC(=O)N1C[C@H](O)[C@@H](n2cc(-c3ccc(F)cc3)nn2)C[C@@H]1c1ccc(OC)cc1,20,-39
CN(C)CCOc1ccc2c(c1)C(=O)C(=Cc1ncc([N+](=O)[O-])n1C)C2,20,4
Cc1cc2c(cc1C)NC(=O)C(C)CN2 (centres undefined),0,-3
COc1ccc([C@H]2N[C@]3(CCCN(Cc4ccc(C(F)(F)F)cc4)C3=O)[C@H]3C(=O)N(C)C(=O)[C@@H]23)cc1,-8,19
O=[N+]([O-])C1C(c2ccccc2)C12c1ccccc1-c1ccccc12 (centres undefined),-5,4
Oc1ccccc1C=NNC(=S)NC1CC2C=CC1C2 (centres undefined),-38,0
COc1ccc(C(=O)C2CCCN(C(=O)c3csc(SC)n3)C2)cc1F (centres undefined),15,23
C[C@@H]1CN([C@@H](C)CO)C(=O)c2cc(Br)cnc2O[C@@H]1CN(C)C(=O)Nc1ccc(F)cc1,6,-8
C[C@H](CO)N1C[C@H](C)[C@H](CN(C)Cc2ccncc2)OCc2ccccc2-c2c(n(C)c3ccccc23)C1=O,-7,-3
COc1ccc(CC(=O)Nc2cc(S(=O)(=O)N3CCCCC3)ccc2OC(C)C)cc1OC,-3,6
Cc1ccccc1Oc1ccc2c(c1)[C@@H]1C[C@H](N(C)C(=O)c3cccnc3)[C@H]([C@H](C)O)C(=O)N1CC2,-1,4
Cc1noc(C)c1S(=O)(=O)Nc1ccc2c(c1)C(=O)N([C@@H](C)CO)C[C@@H](C)[C@@H](CN(C)CC1CCCCC1)OCCCC[C@@H](C)O2,-15,-10
CCOC(=O)C1(CCOC)CCCCC1=O (centres undefined),4,8
COCC(=O)N(C)[C@H]1C[C@H]2c3[nH]c4ccccc4c3CCN2C(=O)[C@H]1[C@H](C)O,-4,-1
CC(C)(C)CCN1CCC(CN2CCNC2=S)CC1,3,-2
COC(=O)C1(C)NC(c2cccc(C)c2)C2C(=O)N(c3ccccc3)C(=O)C21 (centres undefined),-9,4
O=C1NCCCN1C1OC(CO)C(O)C1O (centres undefined),-8,4
Cc1ccc(S(=O)(=O)N2C[C@@H](C)[C@]3(C2)[C@H](O)[C@H](OC(=O)Nc2c(C)noc2C)C[C@H]2C(=O)N(c4ccccc4)C(=O)[C@H]23)cc1,-4,-28
C=CCN1c2ccccc2Sc2cnccc21,9,0
C[C@H]1CN([C@@H](C)CO)C(=O)c2cc(-c3ccccc3F)cnc2O[C@H]1CN(C)C(=O)C1CCOCC1,-7,-1
Cc1cc(C)n2[nH]c(=O)cc2n1,18,-5
CN1OC[C@@H]2CN(S(=O)(=O)c3cccc4ccccc34)[C@H](c3ccc(-c4cccnc4)cc3)C[C@@H]21,-3,2
CCN(CC)S(=O)(=O)c1ccc(N2CCCC2)c(NC(=O)CSCc2c(C)noc2C)c1,13,1
CCN(CC)C(=O)C1=C(C)N(CCC2=CCCCC2)C(=O)C(CC(=O)NCCCCc2ccccc2)C1 (centres undefined),-1,-7
O=C1[C@H]2[C@@H](c3ccccc3)N[C@]3(CCCN(Cc4ccco4)C3=O)[C@H]2C(=O)N1Cc1ccccc1,-1,1
CCOC(=O)CCCCCC(=O)Nc1ccc2c(c1)C(=O)N([C@@H](C)CO)C[C@@H](C)[C@H](CN(C)S(=O)(=O)c1cccs1)OCCCC[C@H](C)O2,-44,15
COCCN(C(=O)CSc1nnc(-c2ccc(F)cc2)n1N)c1c(N)n(CC(C)C)c(=O)[nH]c1=O,2,-11

# Arranged by SMILES length (rising): part of the list above.
SMILES,KCNH2 WT inh,KCNH2 3.1 inh
COc1ccccc1C(=Cc1ccc([N+](=O)[O-])cc1)C(=O)O,1,-2
CCCC(C(=O)NC(C)(C)C)N(Cc1ccccc1)C(=O)c1snc(C(N)=O)c1N (centres undefined),-5,15
O=C(OCc1cn([C@H]2CN(C(=O)c3cccs3)[C@@H](c3ccccc3)C[C@@H]2O)nn1)c1ccccc1,-3,3

# The list continues:
SMILES,KCNH2 WT inh,KCNH2 3.1 inh
C[C@H](NC(=O)c1nc[nH]c1C(=O)NC[C@@H](C)O)c1ccccc1,-4,13
COc1ccc(C(CNC(=O)CSc2ccccc2)N2CCOCC2)cc1 (centres undefined),-6,2
O=C(Nc1ccc(C(=O)N2CCCC2)cc1)c1cc(F)c(F)cc1Cl,5,11
CCN(CC)C(=O)C1=C(C)N(Cc2ccccc2)C(=O)C(CC(=O)NC2CC2)C1 (centres undefined),0,-1
N#Cc1ccccc1OCC(=O)NC1CCCCCC1,0,2
C[C@H](CO)N1C[C@H](C)[C@H](CN(C)C(=O)c2ccc3ccn(C)c3c2)OCc2cnnn2CCCC1=O,0,-2
Cc1noc(C)c1NC(=O)N(C)C[C@H]1OCCCC[C@@H](C)Oc2ccc(NC(=O)c3ccccc3)cc2C(=O)N([C@H](C)CO)C[C@@H]1C,-5,10
CCCCN1C(=O)C(CC(=O)NCCCN(C)C)CC(C(=O)N(C)C)=C1C (centres undefined),-15,24
COc1cc2nnn(-c3ccncc3)c2cc1OC,46,-4
COc1ccc(-c2c(N)cnc(C(=O)O)c2C)c(OCc2ccccc2)c1OC,-2,3
COc1ccc([C@H]2C[C@@H](n3cc(-c4ccc(F)cc4)nn3)[C@H](O)CN2C(=O)c2cccs2)cc1,2,-44
Cc1sc2ccccc2c1CNC[C@H]1O[C@@H](n2ccc(N)nc2=O)[C@H](O)[C@@H]1O,-8,4
COc1ccc([C@@H]2C[C@H]3[C@@H](CN2S(=O)(=O)c2ccccc2)C(=O)C[C@@H](c2ccccc2)N3S(=O)(=O)c2ccc(C)cc2)cc1,16,7
COc1ccccc1-c1ccc([C@@H]2C[C@H]3[C@H](CON3C)CN2C(=O)c2ccco2)cc1,-4,3
COCC(=O)N1C[C@H]2CON(C)[C@H]2C[C@H]1c1cccc(-c2ccccc2OC)c1,-6,5
COCC1CCN(C(=O)c2cc(COc3ccc(F)cc3Cl)on2)C1 (centres undefined),7,-3
COc1ccc([C@H]2N[C@]3(CCCN(Cc4ccc(C)cc4)C3=O)[C@H]3C(=O)N(Cc4ccccc4)C(=O)[C@@H]23)cc1,-1,-4
COc1ncnc2c1ncn2CCCNCCCN1CCCC1=O,0,19
COc1ccc(NC(=O)CSc2nnc3n2CCCCC3)cc1OC,6,13
C[C@@H]1CN([C@@H](C)CO)S(=O)(=O)c2ccc(Br)cc2O[C@H]1CN(C)C(=O)C1CCCCC1,-25,-18
C#CCN(C[C@@H]1[C@@H](OC(=O)NCC2CCCCC2)[C@@H](OC(=O)NCC2CCCCC2)CN(C(=O)OC(C)C)N1C(=O)OC(C)C)S(=O)(=O)c1ccc(C)cc1,-2,-3
CCN(CC)C1CCN(C(=O)c2ccc(OC3CCN(C(=O)CCOC)CC3)cc2)C1 (centres undefined),2,15

# Assay outcomes from PubChem.
